Menin MLL FP TR: menin-MLL binding inhibition, Texas Red mutant peptide; Menin + Texas Red MLL mutant peptide, fluorescence polarization; Potency, µM (titrated, usually from 61.6 µM), for inactives: at the top dose FP activity change, negative = inhibition, actives largely listed as inhibitors; hit rate 0.23% among 270,000; active means well fitted inhibition curve with a large enough effect in the polarisation, with a control signal flat, not every such curve was filed as active; inconclusive means small, poorly fitted or top-dose-only effect, or effect the other way, or a change in a side signal; inactive means no such curve, though single readings can be large or run the other way; the % refers to the polarisation; further: potency means the concentration at half of the fitted maximal effect; % of control where 0% means no effect; many of its hits are not listed in these tables
Mito fusion act: mitochondrial division inhibition or fusion activation. AID 485298. Potency, µM (doses to about 46.1 µM), for the others: top-dose growth rescue (activation), actives largely listed as activators. S. cerevisiae fusion-defective mutant growth rescue, CellTiterGlo 48 h. hit rate 0.23% among 320,000;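 further: potency means the concentration at half of the fitted maximal effect; % of control where 0% means no effect; nearly all actives have a fitted effect of over 45% in size; temperature-sensitive fusion mutants such as fzo1-1 at 37 °C on non-fermentable ethanol glycerol medium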
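Compounds are tested for their ability to restore growth of mitochondrial fusion-defective yeast strains at non-permissive 37C in YPEG medium over 48 hours. Viability is quantified by luciferase luminescence.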
NPC1 prom act: NPC1 promoter activation; Huh7 NPC1 promoter luciferase reporter, 24 h; Potency, µM (series often up to 9.22 µM), inactives show at the top dose activation, most hits filed as activators; hit rate 2.4% among 320,000;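 further: potency means the concentration at half of the fitted maximal effect; % of control where 0% means no effect; nearly all actives have a fitted effect of over 60% in size; reporter is driven by a mutant NPC1 promoter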
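Compounds in DMSO were transferred onto Huh7 NPC1-luciferase reporter cells pre-incubated 2 h; after 24 h at 37 °C, Amplite reagent was dispensed and luminescence recorded 10 min later.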
KCNH2 3.1 inh: inhibitors of human KCNH2 3.1 potassium channel isoform; U2OS KCNH2 3.1, thallium flux FluxOr; hits give low values; activity change, % (tested at about 1.8 µM); hit rate 0.95% among 340,000; AID 720553;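 active means maximum activity change below -70%; inconclusive means maximum activity change from -70% to -50%; inactive means maximum activity change above -50%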;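 further: thallium influx rate constant from kinetic fluorescence after stimulation buffer; on the % scale 0 is the no-effect control and ±100 the full control effect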
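Thallium flux read-out: FluxOr dye with Red40 quencher in HBSS/HEPES, 45 min at RT. Rate constants from kinetic reads were normalized to positive and negative DMSO controls. Cells: U2OS virally expressing the 3.1 isoform.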
MBNL1-CUG inh: inhibitors of human MBNL1 binding to CUG repeat RNA; Q9NR56; TR-FRET MBNL1-His/biotin-(CUG)12 binding, 665/545 ratio; Potency, µM (highest dose often 57.5 µM), inactives show at the top dose activity change, negative = inhibition, hits mostly inhibitors; hit rate 0.036% among 280,000; active means well fitted inhibition curve with a large enough effect in the signal ratio, with a control signal flat, not every such curve was filed as active; inconclusive means small, poorly fitted or top-dose-only effect, or effect the other way, or a change in a side signal; inactive means no such curve, though single readings can be large or run the other way; the % refers to the signal ratio; further: potency means the concentration at half of the fitted maximal effect; on the % scale 0 is the no-effect control and ±100 the full control effect
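Ratiometric TR-FRET (665 over 545 nm, excitation 340 nm) tracks disruption of MBNL1-His/biotin-(CUG)12 complex after 60 min at room temperature, with compounds at 92 nM to 58 uM final.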
RORg inh: inhibitors of mouse ROR gamma transcriptional activity. P51450. Drosophila S2 Gal4-RORgamma UAS-luciferase reporter, 20 h. Potency, µM (top dose mostly 53.6 µM), for inactives: at the highest dose activity change, negative = inhibition, hits mostly inhibitors. hit rate 5.4% among 310,000; further: potency means the concentration at half of the fitted maximal effect; on the % scale 0 is the no-effect control and ±100 the full control effect; nearly all actives have a fitted effect of over 60% in size
Target sequence (P51450 whole entry, looked up, the tested form may be a part): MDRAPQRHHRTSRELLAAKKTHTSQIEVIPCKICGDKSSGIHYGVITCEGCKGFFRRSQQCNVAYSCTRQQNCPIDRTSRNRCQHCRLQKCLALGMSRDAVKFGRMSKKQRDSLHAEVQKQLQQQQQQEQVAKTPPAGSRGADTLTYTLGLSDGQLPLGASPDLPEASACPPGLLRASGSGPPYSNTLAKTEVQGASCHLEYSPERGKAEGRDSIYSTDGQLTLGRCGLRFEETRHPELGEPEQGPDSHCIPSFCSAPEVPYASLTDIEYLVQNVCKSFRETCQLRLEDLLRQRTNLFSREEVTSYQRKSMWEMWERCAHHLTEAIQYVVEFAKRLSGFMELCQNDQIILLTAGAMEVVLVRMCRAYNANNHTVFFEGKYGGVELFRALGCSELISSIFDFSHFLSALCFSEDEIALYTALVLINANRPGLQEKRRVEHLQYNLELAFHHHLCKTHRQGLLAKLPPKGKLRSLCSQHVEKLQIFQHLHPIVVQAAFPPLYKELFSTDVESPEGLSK
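Luminescence from a UAS-regulated Photinus luciferase reporter in stably transfected Drosophila Schneider cells is measured; decreased signal marks ROR gamma inhibition. Fusion expression is induced by 700 uM copper sulfate for 20 hr.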
FLuc counter: firefly luciferase modulation, counter-screen for miR-21 project. Potency, µM (series often up to 57.5 µM), for the others: at the highest dose activity change, negative = inhibition, hits mostly inhibitors. purified FLuc, Km substrates, luminescence inhibition. hit rate 6.9% among 360,000. AID 588342;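 further: potency means the concentration at half of the fitted maximal effect; plate controls were vehicle for no effect and reference inhibitor for full effect; nearly all actives have a fitted effect of over 55% in size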
Target sequence (P08659 whole entry, looked up): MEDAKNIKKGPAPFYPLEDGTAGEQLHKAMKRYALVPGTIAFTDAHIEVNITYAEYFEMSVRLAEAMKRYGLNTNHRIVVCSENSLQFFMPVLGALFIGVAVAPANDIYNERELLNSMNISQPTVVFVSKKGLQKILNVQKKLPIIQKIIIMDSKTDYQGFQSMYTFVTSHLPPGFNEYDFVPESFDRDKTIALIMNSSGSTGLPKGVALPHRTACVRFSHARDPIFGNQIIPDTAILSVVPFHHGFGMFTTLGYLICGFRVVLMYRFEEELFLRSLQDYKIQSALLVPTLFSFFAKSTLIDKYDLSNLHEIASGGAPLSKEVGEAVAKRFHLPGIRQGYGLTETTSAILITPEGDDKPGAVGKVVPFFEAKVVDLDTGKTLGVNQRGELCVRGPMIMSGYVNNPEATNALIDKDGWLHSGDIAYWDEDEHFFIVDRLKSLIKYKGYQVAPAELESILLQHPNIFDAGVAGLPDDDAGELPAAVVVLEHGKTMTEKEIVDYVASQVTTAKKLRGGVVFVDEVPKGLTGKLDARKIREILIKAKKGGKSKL
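Biochemical qHTS of compounds, final roughly 60 µM downward over six points, against 10 nM purified firefly luciferase using Km concentrations of substrates (10 uM D-luciferin, 10 uM ATP) in Tris acetate pH 7.5 buffer; luminescence output.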
Rab9 prom act: activates the Rab9 promoter; Huh7 Rab9 promoter-luciferase reporter, luminescence, 24 h; Potency, µM (highest dose often 9.22 µM), without a hit: at the highest dose activation, negative = inhibition, actives largely listed as activators; hit rate 2.8% among 320,000; AID 485297; further: potency means the concentration at half of the fitted maximal effect; % of control where 0% means no effect; nearly all actives have a fitted effect of over 60% in size
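Steps: seed 1500 Huh7 Rab9-luc cells per well, rest 2 h at 37 °C; add compound in DMSO; incubate 24 h; add luciferase reagent, 10 min ambient; read luminescence.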
ELG1 DNA repair: blocks ELG1-dependent DNA repair in HEK293T cells; HEK293T ELG1-luciferase reporter, luminescence, 16 h; DNA damage induced by 5-fluorouridine; Potency, µM (highest dose often 46.1 µM), without a hit: at the highest dose activity change, negative = inhibition, usual class: inhibitors; hit rate 2.3% among 330,000; AID 504467; further: potency means the concentration at half of the fitted maximal effect; on the % scale 0 is the no-effect control and ±100 the full control effect; nearly all actives have a fitted effect of over 55% in size
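Cells (2,000 per well) received 5-fluorouridine plus test compound or DMSO and were incubated 16 hr at 37 °C, 5% CO2. Luciferase activity was read by luminescence 30 min after ONE-Glo addition; signal suppression marked inhibition of damage-induced ELG1 function.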
PKM2 activator: increases activity of human pyruvate kinase M2. P14618. purified PKM2, Kinase-Glo ATP luminescence, activation; response scale: 0% is enzyme alone, no compound. Potency, µM (top dose mostly 57.5 µM), for the others: top-dose activation, hits mostly activators. hit rate 0.34% among 260,000; further: potency means the concentration at half of the fitted maximal effect; on the % scale 0 is the no-effect control and ±100 the full control effect; nearly all actives have a fitted effect of over 55% in size
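ATP formation by purified human PK-M2, quantified via coupled luciferase luminescence after 1 h at room temperature with 0.1 mM ADP and 0.5 mM PEP final.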
VP16 counter: counter-screen for ROR gamma inhibitors: Gal4-VP16 reporter; Drosophila S2 Gal4-VP16 UAS-luciferase, luminescence, 20 h; Potency, µM (highest dose often 53.6 µM), for inactives: at the top dose activity, negative = inhibition, hits mostly inhibitors; hit rate 3.5% among 310,000;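 further: Gal4-VP16 expression switched on by copper sulfate through the metallothionein promoter; potency means the concentration at half of the fitted maximal effect; on the % scale 0 is the no-effect control and ±100 the full control effect; nearly all actives have a fitted effect of over 50% in size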
Active calls of the source: *; ? = inconclusive; · = not tested or not shown; [ ] = another dose, or the depositor's remark. Unless noted, the call rests on the fitted dose curve; in most records, active means well fitted curve in the direction sought with a large enough effect; inconclusive means small, poorly fitted or top-dose-only effect, or another doubt; inactive means no such curve, though single readings can be large; an effect the other way counts as inactive or inconclusive.

SMILES | Menin MLL FP TR | Mito fusion act | NPC1 prom act | KCNH2 3.1 inh | MBNL1-CUG inh | RORg inh | FLuc counter | Rab9 prom act | ELG1 DNA repair | PKM2 activator | VP16 counter
CC1CCCN(CCCNC(=O)c2coc3nc4ccccc4nc23)C1 (stereo unspecified) | ? | 1% | 18% | -2 | 6% | -38% | ? | 2% | 6% | -20% | -4%
O=C(N/N=C/C(Cl)=C/c1ccccc1)c1ccccn1 | 4% | -4% | 4µM* | -18 | ? | ? | 4.8µM* | 1.8µM* | ? | -13% | ?
Cn1c(=O)c2c(nc(NCCc3ccccc3)n2CC(=O)NCCc2ccccc2)n(C)c1=O | 26% | 6% | 0% | -19 | 3% | 19% | -1% | -8% | -12% | 6% | 10%
O=C(COc1ccc(S(=O)(=O)N2CCCC2)cc1Cl)NC1CCCC1 | ? | -3% | -4% | 1 | -2% | 7% | 8% | -5% | ? | -3% | 1%
Cc1ccc(O)c(Cn2nnc3ccccc32)c1 | · | 14% | -6% | -22 | · | · | 2% | -1% | 16% | · | ·
O=C(COc1ccccc1)Nc1nnc(-c2ccco2)o1 | -3% | 9% | -4% | 1 | 4% | 16µM* | -4% | 3% | -4% | 1% | ?
CN(Cc1ccccc1)S(=O)(=O)c1cccc2cccnc12 | 3% | 2% | -1% | 20 | -3% | 27% | 3% | 1% | -14% | 0% | 0%
Nc1ccc(N2CCOCC2)c(Cl)c1 | 4% | -2% | -1% | -4 | 8% | 9% | 6% | -2% | 15% | -2% | 3%
Cc1onc(-c2c(Cl)cccc2Cl)c1C(=O)NNc1ccccc1 | · | -8% | 3% | 6 | -14% | 4% | 0% | 0% | ? | -7% | -14%
CC[n+]1ccc(C(=O)NCc2ccccc2)cc1 | 2% | 4% | -4% | 7 | ? | 0% | 0% | 9% | -6% | -7% | -2%
CCCNC(=O)C1CNc2ccccc2O1 (stereo unspecified) | 16% | -1% | 3% | 1 | 4% | 1% | 0% | -1% | 4% | -4% | -6%
O=C(Nc1ccc(OC(F)(F)F)cc1)C1CC(=O)N(Cc2ccco2)C1 (stereo unspecified) | · | -1% | 2% | -5 | · | · | -1% | -7% | 21% | · | ·
C#CCN(CC=C)C(=O)c1ccc2nc(C3CCCCC3)oc2c1 | ? | -4% | 26% | -12 | -6% | ? | ? | 27% | ? | 4% | 17%
NC(=O)c1ccccc1NC(=S)NC(=O)CCc1ccccc1 | 7% | 3% | -14% | -24 | -1% | ? | -18% | -20% | 8% | 0% | 13%
C/C=C(\C)C(=O)N[C@@H](C)CN1C2=NC[C@H](C(C)C)N2C[C@H]1Cc1ccc(OC)cc1 | · | -14% | -3% | -19 | -4% | 10% | 0% | -3% | 21% | 0% | -3%
COc1ccc2[nH]cc(CCNS(=O)(=O)c3ccccc3)c2c1 | 15% | 1% | -1% | 4 | 2% | 34% | -4% | -7% | 0% | 9% | -19%
Cc1oc(-c2ccccc2)nc1CSc1nc2c(c(=O)[nH]1)CCC2 | 2% | 5% | 0% | -6 | ? | -4% | 8% | -5% | 10% | -1% | 4%
COC(=O)c1ccc(SCC(=O)NC2CCCC2)c([N+](=O)[O-])c1 | 5% | 0% | 0% | -7 | · | -23% | 1% | 1% | -6% | 3% | 6%
CCOc1ccc(NC(=O)Nc2ccc3nccnc3c2)cc1 | ? | 2% | 0% | 2 | ? | ? | 19µM* | 5% | ? | -2% | 1%
C=CCOc1ccccc1CN1CCC(n2nccc2NC(=O)c2ccccc2)CC1 | ? | -1% | -1% | 0 | 0% | -2% | 1% | 4% | 10% | · | 4%
CCn1c(=O)cc(SCC(=O)NCc2cccnc2)c2ccccc21 | -4% | -1% | -3% | -1 | 3% | -37% | 2% | -2% | ? | 0% | 12%
CC1(C)OC(=O)C(=NNc2ccccc2)C(=O)O1 | -7% | 0% | 1% | 17 | ? | ? | ? | -2% | ? | -2% | -4%
CCOCC(=O)Nc1cc(C(=O)OC)cc(C(=O)OC)c1 | -3% | -2% | -2% | 18 | -8% | -3% | -1% | -1% | -11% | -3% | 2%
Cc1ccc(-c2csc3ncnc(-n4nnc5ccccc54)c23)cc1C | -13% | ? | 1% | 14 | · | 20% | 5% | -2% | ? | -6% | -11%
FC(F)(F)c1cccc(NC(=S)N(CCCN2CCCC2)Cc2cccn2Cc2ccc(Cl)cc2)c1 | ? | 8% | -9% | -32 | -3% | 14µM* | 0% | -17% | 0% | -2% | ?
COc1ccc(N=C2SCC(=O)N2c2ccc(OC)cc2)cc1 | -1% | 4% | 1% | -9 | 3% | 22% | 2% | -3% | 6% | 0% | -8%
Cn1c(SCC(=O)N2CCOCC2)nc(O)cc1=O | 0% | 1% | -1% | 6 | -5% | 0% | 1% | 2% | 10% | -3% | 4%
Cc1ccc(-c2nnc(SCC(=O)NCC3CCCO3)n2C)cc1 (stereo unspecified) | 7% | 1% | 1% | 15 | 5% | -7% | 8% | 1% | 0% | -3% | 1%
COc1ccc(N2CCN(C(=O)CNS(=O)(=O)c3ccc(C)cc3)CC2)cc1 | -14% | 5% | -1% | 0 | -12% | 17% | 1% | 1% | -1% | -10% | -6%
CCOC(=O)c1c(C)[nH]c(C(=O)COC(=O)C2CC2)c1C | · | -2% | 0% | -7 | · | · | 9.5µM* | -2% | ? | · | ·
COc1ccc(CC(NC(C)=O)C(=O)NC2CCN(c3c(Cc4ccccc4)c(C)nc4ncnn34)CC2)cc1OC (stereo unspecified) | 2% | 0% | 0% | · | ? | 29% | -6% | -6% | ? | -7% | 5%
CN(C)c1ccc(/C=C(\NC(=O)c2ccccc2)C(=O)NCc2cccnc2)cc1 | ? | -2% | 0% | 3 | 11% | 3% | 11µM* | -3% | 4% | · | -4%
O=C(CNC(=O)c1ccc([N+](=O)[O-])cc1)N/N=C\c1ccc(OC(=O)c2ccccc2)cc1 | · | 5% | 17% | -27 | -2% | ? | -5% | 4% | 0% | -7% | ?
CCc1ccc(Oc2cc(C)nc(N)n2)cc1 | 1% | 0% | 3.2µM* | -10 | -4% | 5% | 4.3µM* | 3.2µM* | ? | -5% | ?
Cc1ccc(Cl)cc1NC1=NC(=S)N(C(C)C)C12CCCCC2 | -12% | -2% | 2% | 0 | 14% | 2.8µM* | -2% | -3% | -21% | -2% | 3.5µM*
Cc1ccc2[nH]c(=O)c(CC(=O)O)c(-c3ccccc3)c2c1 | 0% | 2% | 6% | -4 | -9% | -2% | -8% | 2% | -1% | -1% | 2%
COc1cc(/C=C2\SC(c3ccc(C)cc3)=NC2=O)ccc1O | 10% | 14% | -2% | 17 | ? | 14µM* | 2.7µM* | -10% | 11% | 0% | 10µM*
O=C(/C=C1\SC(=O)N(CC(=O)Nc2ccc(Cl)cc2)C1=O)Nc1ccc(F)cc1 | 12% | 9% | 4% | 1 | -13% | -4% | -4% | 10% | 26% | -11% | 1%
CCCc1nc(NCc2ccc3c(c2)OCO3)c2nnn(Cc3ccccc3Cl)c2n1 | 20% | -2% | 0% | -4 | -11% | -10% | -1% | ? | -2% | -4% | 1%
N#Cc1nc(COc2ccccc2F)oc1N1CCCCCC1 | -1% | 11% | 6% | 0 | -3% | 5% | ? | 2% | ? | -6% | ?
CCOc1ccc(NC(=O)CSCc2cnn(-c3ccccc3)c2-n2cccc2)cc1 | · | 7% | -4% | -5 | -9% | 9% | -1% | -1% | -19% | -2% | -2%
O=C(CCc1nnc(CCCCc2ccccc2)o1)NC1CCCC1 | -10% | -3% | -6% | 13 | 13% | -2% | 3% | -9% | 1% | 3% | -8%
CCN(CC)c1ccc(/C=C(\C#N)C(N)=S)cc1 | · | 2% | -1% | -34 | ? | ? | 21µM* | 1% | 13% | -1% | -84%
COC(=O)c1ccc(CN2CCCC(CO)(Cc3ccc(F)cc3F)C2)cc1 (stereo unspecified) | -19% | -5% | -2% | 1 | -2% | 22% | -1% | 3% | -4% | 2% | 1%
O=C(O)/C(=C\c1ccccc1Cl)c1ccc(S(=O)(=O)N2CCCCC2)s1 | ? | 3% | 3% | -10 | -11% | ? | 0% | -9% | 11% | 0% | ?
CCCCN(C(=O)/C=C/c1ccco1)c1c(N)n(Cc2ccccc2)c(=O)[nH]c1=O | -18% | 5% | 9% | 14 | 6% | 1% | -7% | -5% | -8% | -1% | 3%[10 µM]

A portion of the library (hit frequency here may not be typical).
